Source: PubChem BioAssay (Johns Hopkins Ion Channel Center)
CHT inh – inhibitors of human choline transporter CHT. Q9GZV3. CHT-expressing cells, membrane potential dye, choline response; stronger effect = lower value. B-score at 10 µM. actives 0.86% (n = 310,000). AID 488975;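 active = B-score over 3 SD under the library average, and starting fluorescence ratio not unusually high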;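 note: choline stimulus applied at its EC90 after an EC20 pre-addition; B-score computed on integrated fluorescence ratio after choline addition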
Target sequence (Q9GZV3 whole entry, looked up): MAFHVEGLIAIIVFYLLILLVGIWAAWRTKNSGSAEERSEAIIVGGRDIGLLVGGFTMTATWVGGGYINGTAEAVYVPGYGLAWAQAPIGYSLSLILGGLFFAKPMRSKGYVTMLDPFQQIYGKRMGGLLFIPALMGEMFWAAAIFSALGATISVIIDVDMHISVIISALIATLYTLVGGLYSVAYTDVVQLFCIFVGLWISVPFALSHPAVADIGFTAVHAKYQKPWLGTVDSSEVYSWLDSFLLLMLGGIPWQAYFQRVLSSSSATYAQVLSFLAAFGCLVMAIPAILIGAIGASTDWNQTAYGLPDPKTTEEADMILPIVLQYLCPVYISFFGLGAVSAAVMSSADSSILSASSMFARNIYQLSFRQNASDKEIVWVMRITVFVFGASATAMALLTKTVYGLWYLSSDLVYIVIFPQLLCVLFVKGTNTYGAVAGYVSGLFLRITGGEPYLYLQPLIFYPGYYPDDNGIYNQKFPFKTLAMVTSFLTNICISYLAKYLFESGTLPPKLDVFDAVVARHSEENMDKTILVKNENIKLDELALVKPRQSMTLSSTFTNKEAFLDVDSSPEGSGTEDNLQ
Kir21 inh – inhibitors of mouse Kir2.1 inward-rectifier potassium channel; P35561; HEK293-Kir2.1, FluxOR thallium flux fluorescence; stronger effect = lower value; B-score at 10 µM; actives 0.85% (n = 310,000); AID 1672;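 active = fluorescence ratio B-score at or below minus 3 SD of library scores, with starting-brightness B-score within 2 SD, cut at about -4.2 in these data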;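 note: channel flux triggered by added potassium and thallium sulfate stimulus; B-score of peak minus minimum fluorescence over baseline after thallium stimulus; more negative B-score means stronger Kir2.1 block with less thallium influx; some compounds called inactive have numbers as strong as hits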
Target sequence (P35561 whole entry, looked up): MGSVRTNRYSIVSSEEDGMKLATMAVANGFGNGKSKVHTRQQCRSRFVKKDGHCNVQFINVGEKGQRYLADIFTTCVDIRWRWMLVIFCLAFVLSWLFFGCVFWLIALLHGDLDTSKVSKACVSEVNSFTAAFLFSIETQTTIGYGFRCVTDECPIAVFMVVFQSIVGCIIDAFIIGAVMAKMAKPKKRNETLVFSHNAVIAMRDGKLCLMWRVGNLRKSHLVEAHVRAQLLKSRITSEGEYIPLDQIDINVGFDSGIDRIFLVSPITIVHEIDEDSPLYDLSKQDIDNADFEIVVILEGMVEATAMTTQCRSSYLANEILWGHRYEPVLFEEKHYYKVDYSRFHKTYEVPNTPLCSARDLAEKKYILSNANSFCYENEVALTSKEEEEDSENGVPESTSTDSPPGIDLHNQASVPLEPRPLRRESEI
* = called active by the depositor; i = inactive; . = no result given.

SMILES	CHT inh	Kir21 inh
COc1ccc(OCC(O)CN2C(=O)c3ccccc3C2=O)cc1 (stereo unspecified)	i	0.69
CCOc1cc(C(=O)N2CCCC2)cc(OCC)c1OCC	i	-1.1
COc1ccc(C2CC(c3ccccc3)=NN2C(=O)CN2CCN(Cc3ccccc3)CC2)cc1 (stereo unspecified)	i	-3.3
CC12CCC(=O)N1C(C(=O)Nc1nc(-c3ccccc3)cs1)CS2 (stereo unspecified)	i	1.8
Cn1c(N)c(C(=O)COC(=O)CCC2CCCCC2)c(=O)n(C)c1=O	i	0.04
CCOC(=O)c1ccc(-n2c(CN3CCC(C(N)=O)CC3)nc3ccc([N+](=O)[O-])cc3c2=O)cc1	i	-2.2
Cc1c(C(=O)N2CCOCC2)sc2ncnc(N3CCc4ccccc4C3)c12	i	1.3
CC(C)n1cnc2c(Nc3ccc(C(=O)O)cc3)nc(Cl)nc21	i	0.41
Cc1cccc(N2C(=O)c3cccc4c(N(C)CCO)ccc(c34)C2=O)c1	i	-5
CCc1nc2ccc(C(=O)Nc3ccc(NC(C)=O)cc3)cc2nc1CC	i	-0.55
CCOC(=O)C1=C(C)NC(C)=C(C(=O)OCC)C1C(=O)OCC(=O)N1c2ccccc2CC1C (stereo unspecified)	i	0.68
CC(C)(C)CC(=O)Nc1ccc(C(N)=O)cc1	i	0.05
CCCCCCCCN1[C@@H](CC(=O)OCC)c2ccc(C(F)(F)F)cc2S1(=O)=O	i	-0.21
C=C(C)CSc1nnc(-c2cccc(Cl)c2)n1N	i	0.02
Cc1ccc(C)c(N2CCN(C(=O)C3CCCN(S(=O)(=O)c4c(C)[nH]c(=O)[nH]c4=O)C3)CC2)c1 (stereo unspecified)	i	-0.28
Cc1noc(NC(=O)c2ccc(Cl)cc2)c1Cl	i	0.05
COc1ccc2[nH]cc(CCNC(=S)NCCc3ccccc3)c2c1	i	0.06
Cc1cc(C)nc(NC(=O)/C=C/c2ccc(Cl)cc2)n1	i	0.51
CCCc1nnc(NC(=O)CN2CCN(C)CC2)s1	i	-0.03
CCc1c(O)nc(SCc2ccccc2)n(C(C)CC)c1=O (stereo unspecified)	-5.2*	-3.7

Molecules listed so far that contain a halogen:
SMILES	CHT inh	Kir21 inh
CC(C)n1cnc2c(Nc3ccc(C(=O)O)cc3)nc(Cl)nc21	i	0.41
CCCCCCCCN1[C@@H](CC(=O)OCC)c2ccc(C(F)(F)F)cc2S1(=O)=O	i	-0.21
C=C(C)CSc1nnc(-c2cccc(Cl)c2)n1N	i	0.02
Cc1noc(NC(=O)c2ccc(Cl)cc2)c1Cl	i	0.05
Cc1cc(C)nc(NC(=O)/C=C/c2ccc(Cl)cc2)n1	i	0.51

New compounds follow.
SMILES	CHT inh	Kir21 inh
Cc1ccc(NS(=O)(=O)c2c(C(=O)N3CCCC3)c(C)n(C)c2C)cc1	i	2
COc1ccc(OCC(O)CN2CCN(c3ncccn3)CC2)cc1 (stereo unspecified)	i	-0.43
COc1cc(C(CCN2CCOCC2)c2c(OC)cc(OC)c3c(C)cc(=O)oc23)cc(OC)c1OC (stereo unspecified)	i	-1.1
COc1ccc(C2(C(=O)c3ccccc3)C(=O)c3ccccc3C2=O)cc1	i	2.7
COCCCN1C(=O)/C(=C\c2ccc3c(c2)OCO3)C(C(=O)OC)=C1C	i	1.1
Cc1nc2c(cnn2-c2ccccc2)c(=O)[nH]1	i	0.06
Cc1noc2ncnc(SCc3ccc(C(F)(F)F)cc3)c12	i	-0.12
O=C1CCN(S(=O)(=O)c2ccc(Cl)cc2)CCN1	i	-1.6
O=C(c1cc2cc(Br)cc(Br)c2oc1=O)N1CCOCC1	i	-2.3
N#CCCn1cc(CNCc2ccccc2)c(-c2cccc([N+](=O)[O-])c2)n1	i	0.02
Cc1cc(OC2CCCCC2)nc(NCc2ccccc2)n1	i	0.26
O=C(Nc1ccccc1)/C(=C/c1cccc(Br)c1)NC(=O)c1ccco1	i	0.88
COc1cc([N+](=O)[O-])ccc1N/C=C/C(=O)c1cccs1	i	0.93
COC(=O)c1ccc(CN2C(=O)c3ccccc3C2=O)o1	i	-0.45
Oc1ccc(N=Nc2nccs2)c(O)c1	i	-0.11
CCOC(=O)c1c(C)c(C(=O)N2CCCCCC2)c(C)n1C	i	-0.78
Cc1ccc(NC(=O)COc2cccc(/C=C3\SC(=S)N(CCC(=O)O)C3=O)c2)cc1Cl	i	1.7
COc1ccc(NS(=O)(=O)c2ccc(-n3cnnn3)cc2)cc1OC	i	0.44
COc1ccc(C(=O)NC(=O)COC(=O)C2COc3ccccc3O2)cc1 (stereo unspecified)	i	-2
COC(=O)CSc1ccc2c(N)c(C(=O)OC)sc2c1	i	-0.91
C/C(=N\NC(=O)Cc1ccccc1)c1cccnc1	i	-0.94
COc1ccc(S(=O)(=O)NCc2ccccn2)c(Cl)c1Cl	i	-1.5
O=C(CC(Cc1ccccc1)C(=O)O)Nc1ccc(F)cc1 (stereo unspecified)	i	-0.71
CCC(O)c1cc2c(cc1NC(=O)c1cccs1)OCCO2 (stereo unspecified)	i	-0.2
CCc1ccc2[nH]c3nc(SCC(=O)NNC(=O)c4ccc(C(C)(C)C)cc4)nnc3c2c1	i	-0.68
O=C(COC(=O)c1ccccc1C(=O)c1ccccc1)Nc1cccc([N+](=O)[O-])c1	i	-0.79
Cc1ccc(C23CC4CC(CC(CN)(C4)C2)C3)cc1	.	-5.9*
O=C(CCc1nnc2ccc(N3CCC4(CC3)OCCO4)nn12)NCc1ccccc1Cl	i	-0.88
O=C(CCSCCC(=O)Nc1c(F)c(F)c(F)c(F)c1F)Nc1c(F)c(F)c(F)c(F)c1F	i	-0.01
Cn1cnnc1SCC(=O)NCCc1ccccc1	i	0.29
CC1=C/C(=N\OS(=O)(=O)c2ccccc2)C(C)=CC1=O	-6*	.
CCOC(=O)C1C(=O)C(C(=O)OCC)C(c2cccnc2)NC1c1cccnc1 (stereo unspecified)	i	0.27
COC(=O)Nc1ccc(S(=O)(=O)NC2CCS(=O)(=O)C2)cc1 (stereo unspecified)	i	-0.21
O=C(NCCSCc1ccco1)c1ccc(=O)[nH]c1	i	0.95
Cc1c(NC(=O)c2cnn3c2NC(c2ccccc2)CC3C(F)(F)F)c(=O)n(-c2ccccc2)n1C (stereo unspecified)	i	1.5
Cc1ccc(S(=O)(=O)N(Cc2cccc(C)c2)C(=O)N2CCN(C)CC2)cc1	i	-2.7
Cc1ncc2c(c1OC(=O)c1ccc([N+](=O)[O-])cc1)COC(C)(C)OC2	i	0
CS(=O)(=O)N1CCCC(C(=O)NCCN2CCC(Cc3ccccc3)CC2)C1 (stereo unspecified)	i	-0.2
Cc1ccc(S(=O)(=O)Nc2cc(C(=O)N3CCOCC3)ccc2N2CCCCC2)cc1	i	0.34
CCOc1ccc(N(CC(=O)N2CCCCCC2)S(=O)(=O)c2ccc(F)cc2)cc1	i	-0.6
CCOC(=O)N1CCC2(CC1)C(C#N)=C(N)Oc1n[nH]c(CSc3ccc(C)cc3)c12	i	-1.3
N#Cc1c(/N=C/c2ccco2)sc2c1CCC2	i	-0.24
O=C(ONc1ccc(N=NC(=O)c2ccccc2O)cc1)c1ccccc1	i	-1.9
COc1ccc(OC(C)C(=O)N2CCCc3ccccc32)cc1 (stereo unspecified)	i	-4.8*
COc1ccc(-c2nc(NC(=O)c3nc4nccc(C)n4n3)sc2C)cc1	i	-0.01
COC(=O)CC(c1ccc(F)cc1)n1c(C)ccc1C (stereo unspecified)	i	-0.02
O=C(CCCCCBr)N1CCC(CC2CC(c3cccc(Br)c3)=NO2)(C(=O)NCC2CCCCC2)CC1 (stereo unspecified)	i	0.04
CCN(CC(=O)Nc1c(F)cccc1F)C(=O)c1ccc(COc2ccccc2)cc1	i	0.96
Cc1cc(NC(=O)CCCC(=O)Nc2ccc(F)cc2)no1	i	1
COc1ccc(NC2c3ccccc3C(=O)N2c2ccccn2)cc1 (stereo unspecified)	i	-0.04

(cont.)
SMILES	CHT inh	Kir21 inh
CCOC(=O)c1[nH]c2ccc(C(=O)OC)cc2c1C(=O)OCC	i	1.4
O=C(NCc1ccncc1)c1ccc(Oc2ccccc2)cc1	i	1.2
O=C(CCCC(=O)c1ccc(F)cc1)c1ccc(F)cc1	i	0.21
Cc1ccc2c(c1)-c1[nH]c(=S)ncc1CS2	i	-0.24
Cc1cccc(C)c1N(CC(=O)N1CCN(c2ccccc2F)CC1)S(C)(=O)=O	i	0
CCCCn1c(N)c(N(CC(C)C)C(=O)C2CCN(S(=O)(=O)c3ccccc3)CC2)c(=O)[nH]c1=O	i	3.5
COCCNC(=O)c1cc(-c2ccccc2OC)on1	-7.4*	1.1
Cn1cccc1C(NC(=O)c1ccccc1)C(Cl)(Cl)Cl (stereo unspecified)	i	1.2
Cc1cc(OCCCCCN2CCCC2)ccc1Cl	i	-0.13
S=c1[nH]cc(-c2ccccc2)n1-c1cccc(Cl)c1	i	1.6
Cc1cc(C)nc(NC2=NCCN2C(=O)NC2CCCCC2)n1	i	0.49
Cc1cccc(N2CCN(c3ccc4cc(S(=O)(=O)N5CCCCC5)ccc4n3)CC2C)c1 (stereo unspecified)	i	-0.4
CCOc1ccccc1OCCCC(=O)N1CCN(S(=O)(=O)c2cccc(F)c2)CC1	i	-1.5
Cc1nn(-c2ccccc2)c(C)c1/C=C/C(=O)OCC(=O)Nc1ncc(C(F)(F)F)cc1Cl	i	0.05
COc1ccc(N=Cc2nc(-c3ccccc3)oc2OC(C)=O)cc1	i	0.96
Cc1ccc(CSCC(=O)N/N=C/c2sccc2C)cc1	i	1.4
CCc1cc2cc(OC)ccc2nc1SCC(=O)Nc1cc(OC)c(OC)cc1C(=O)O	i	0.82
Cc1ccc(S(=O)(=O)CCc2nnc(NC(=O)CCl)s2)cc1C	i	1.8
Cc1ccc(CNCc2cccnc2)cc1	i	1.7
CCOc1ccc(-n2nnc3c(=O)n(CC(=O)Nc4cc(C)on4)cnc32)cc1	i	0.17
CC(=O)c1ccc(NC(=O)c2noc(C)c2[N+](=O)[O-])cc1	i	1.1
COc1ccccc1NS(=O)(=O)c1cc(NC(=O)Nc2ccc(Cl)cc2Cl)ccc1N1CCCCC1	i	0.33
COc1ccc(C(=O)Nc2ccc(S(=O)(=O)Nc3nccc(C)n3)cc2)cc1	i	0.17
C=CCn1c(C)cc(C(=O)CSc2nc(N)cc(N)n2)c1C	i	0.77
COc1cccc(/C=C2\Sc3ccc(C(=O)NCC4CCCO4)cc3N(C)C2=O)c1 (stereo unspecified)	i	1.9
CC1(C)CC(=O)c2c(O)cc(OCC(=O)N3CCN(c4ccc(F)cc4)CC3)cc2O1	i	-2.4
N#Cc1c(-n2cccc2C=O)sc2c1CCCC2	i	-0.35
Cn1c(CCNC(=O)c2cc(COc3ccc(F)c(F)c3)on2)nc2ccccc21	i	0.79
CC(C)C[C@H](NC(=O)N1CCn2c1nc1ccccc12)C(=O)NCc1ccco1	i	-1.4
Cc1cc(C)cc(NC(=O)CSc2nc(=O)n(CCCN3CCOCC3)c3c2CCCC3)c1	i	-1.7
COc1ccc(-c2csc(NC(=O)c3ccc(OCC(=O)N4CCOCC4)c(OC)c3)n2)cc1OC	i	-0.49
CC1CCCCC1NC(=O)CCNS(=O)(=O)c1ccc2c(c1)CCC(=O)N2 (stereo unspecified)	i	-1
CNCc1ccccc1OCC(=O)Nc1ccccc1OC	i	0.29
COc1ccc(/C=C2\SC(=S)N(CCCC(=O)Nc3ccc(O)cc3)C2=O)cc1	i	-1.5
COc1ccc(C(C)=O)cc1CC(=O)N(Cc1ccccc1)c1ccccc1	i	-1.3
CCOC(=O)c1cnc(Nc2nc3ccccc3o2)nc1CSc1nnc(C)s1	i	-0.55
COc1ccc(N(C(=O)c2ccccc2)S(=O)(=O)c2cccs2)cc1	i	1.3
O=C(CSc1ccc(F)cc1)Nc1ccc2c(c1)C(=O)NC2=O	i	-0.06
COc1ccc(N(CCCN2C(=O)c3cccc4cccc(c34)C2=O)C(=O)c2cccc(OC)c2)cc1	i	0.35
Cc1ccc(-c2cc(C(=O)N3CCCCCC3)no2)cc1	i	-0.63
CCC(C)CN1CCC(CO)(Cc2ccccc2Cl)CC1 (stereo unspecified)	i	0.49
CCOC(=O)c1cnc(SCc2cccc(C)c2)nc1N	i	-1
O=C(CCc1ccc(O)cc1)N/N=C/c1coc2ccccc2c1=O	i	0.16
O=C(O)CC(NCc1ccco1)C(=O)OCC1CCCO1 (stereo unspecified)	i	-0.33
COc1cc(OC)cc(C(=O)N(Cc2nc(-c3cccc(C)c3)no2)C(C)C)c1	.	0.64
O=C(c1ccccc1Cc1ccccc1)N1CCN(S(=O)(=O)c2ccc(F)cc2)CC1	i	0.23
CCOc1c(S(=O)(=O)N2CCCC2)ccc(Cl)c1Cl	i	-0.69
O=C1CCc2cc(S(=O)(=O)NCCc3ccc(Cl)cc3)cc3c2N1CC3	.	-2.7
COc1cc(/C=N/NC(=O)CCc2c(C)n[nH]c2C)ccc1O	i	-0.19
CC1CCc2c(cnc3ncnn23)C1 (stereo unspecified)	i	-0.14
CN(Cc1ccon1)C(=O)CC1C(=O)NCCN1Cc1ccc(Cl)c(F)c1 (stereo unspecified)	i	-0.76
